CCR6 antag = blocks CCL20-driven beta-arrestin recruitment at human CCR6. actives 0.49% (n = 340,000). CHO-K1 CCR6 PathHunter beta-arrestin, luminescence, CCL20-stimulated. inhibition, % at 20 µM. AID 493098. P51684;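 active means compounds whose inhibition of the agonist-driven luminescence signal at 20 µM reaches about 50%, limit read from the data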;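 further: cells stimulated with CCL20 at 14 nM final; plate controls were DMSO with CCL20 for no effect and DMSO without agonist for full effect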
697 NFkB inh = lowers PMA/ionomycin-induced NF-kB signal in 697 B cells. 697 B-cell NF-kB luciferase reporter, 16 h. inhibition, % at 4 µM. actives 0.33% (n = 330,000). AID 435022; in the data active means inhibition above about 35%
CXCR6 block = inhibitors of human CXCR6 receptor; CHO-K1 PathHunter CXCR6 beta-arrestin, luminescence; inhibition, % at 20 µM; actives 0.36% (n = 360,000); in the data active means inhibition above about 34%, passing the limit was not always enough;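 further: antagonist mode with CXCL16 agonist at 10 nM final; 0% = 10 nM CXCL16 with DMSO and 100% = unstimulated wells without agonist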
Target sequence (O00574 whole entry, looked up): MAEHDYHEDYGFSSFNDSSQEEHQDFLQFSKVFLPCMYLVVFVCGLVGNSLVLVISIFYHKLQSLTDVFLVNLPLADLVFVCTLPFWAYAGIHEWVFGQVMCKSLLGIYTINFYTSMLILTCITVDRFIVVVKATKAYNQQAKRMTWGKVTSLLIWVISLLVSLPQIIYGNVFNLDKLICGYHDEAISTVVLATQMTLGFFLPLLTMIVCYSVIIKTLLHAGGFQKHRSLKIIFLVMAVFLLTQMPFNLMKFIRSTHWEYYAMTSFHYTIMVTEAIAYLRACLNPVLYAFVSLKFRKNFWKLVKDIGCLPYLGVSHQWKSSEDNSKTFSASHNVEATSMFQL
CHOP UPR activ = activators of apoptotic arm of unfolded protein response (CHOP); actives 0.34% (n = 330,000); CHO-CHOP luciferase reporter, UPR activation, luminescence; percent of tunicamycin response over DMSO baseline; activation, % at 10 µM;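 active means at 10 µM dose, activation of 40% or more, normalized to positive control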;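 further: 100% = tunicamycin at 10 µg/mL and 0% = DMSO alone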
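Material: CHO-CHOP cells, stable luciferase reporter of PERK-eIF2a-CHOP signalling; quantity: 500 reporter cells seeded per well; buffer or medium: F12 medium containing 10% fetal bovine serum; compound: one dose, 10 µM in 0.5% DMSO; incubation: 6 h compound treatment, 37 °C; measured by: Steady-Glo luciferase luminescence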
Jurkat NFkB inh = inhibitors of the PMA/ionomycin-induced NF-kB reporter in Jurkat cells | PMA/ionomycin-induced NF-kB luciferase reporter, luminescence | inhibition, % at 4 µM | actives 0.53% (n = 330,000); in the data active means inhibition above about 50%
Mdm2 MdmX PPI = disrupts the human Mdm2-MdmX interaction; inhibition, % at 8 µM; O15151+Q00987; SaOS-2 split-luciferase Mdm2/MdmX complementation, luminescence; actives 3% (n = 330,000); AID 485346;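 active means inhibition of at least 50% at 8 µM in the primary screen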
Gli-Sufu block = blocks Gli-Sufu signaling in a luciferase reporter; Sufu-KO-LIGHT fibroblasts, Gli luciferase reporter luminescence; inhibition, % at 5 µM; actives 0.74% (n = 340,000);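 active means inhibition above about 55%, limit read from the data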;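 further: 0% = DMSO-treated cells and 100% = wells with medium but no cells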
EBI2 antag = antagonists of human EBI2 receptor; P32249; EBI2 beta-arrestin recruitment, luminescence, 7a,25-OHC stimulated; inhibition, % at 5 µM; actives 0.81% (n = 360,000); in the data active means inhibition above about 38%;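 further: enzyme fragment complementation signal reports receptor beta-arrestin coupling in cells; 0% = agonist plus DMSO wells and 100% = wells without agonist; some results beyond the cut were filed as inactive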
Target sequence (P32249 whole entry, looked up, the tested form may be a part): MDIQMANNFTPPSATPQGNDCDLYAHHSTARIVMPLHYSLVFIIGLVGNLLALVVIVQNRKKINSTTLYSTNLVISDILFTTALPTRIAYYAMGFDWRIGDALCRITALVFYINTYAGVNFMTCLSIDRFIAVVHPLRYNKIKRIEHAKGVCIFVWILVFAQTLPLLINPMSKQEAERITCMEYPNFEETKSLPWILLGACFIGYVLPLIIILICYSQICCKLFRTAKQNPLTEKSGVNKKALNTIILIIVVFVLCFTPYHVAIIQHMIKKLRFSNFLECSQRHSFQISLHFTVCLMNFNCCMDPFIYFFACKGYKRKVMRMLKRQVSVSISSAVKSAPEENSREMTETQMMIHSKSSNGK
XBP1 UPR activ = adaptive UPR (XBP1) activation; actives 0.33% (n = 330,000); CHO-XBP1 luciferase reporter, IRE1-XBP1 UPR activation, luminescence; percent of tunicamycin response, DMSO as zero; activation, % at 20 µM;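 active means versus positive control, 20 µM dose yields 30% or more activation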;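 further: 100% = tunicamycin at 10 µg/mL and 0% = DMSO only wells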
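Signal: luciferase luminescence; Assay system: CHO-XBP1 luciferase reporter cells; Amount: one thousand reporter cells per well; Dosing: 20 µM single concentration, DMSO 1%; Benchmarks: high control tunicamycin 10 µg/mL final, low control DMSO vehicle only; Schedule: 6 h compound exposure at 37 °C, 5% CO2; Evaluation: percent activation relative to tunicamycin reference.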
* = called active by the depositor; nt = no result given. Rows are unselected. About 5% of those tested had a hit in this group.

item	canonical_smiles	697 NFkB inh	Jurkat NFkB inh	Mdm2 MdmX PPI	CXCR6 block	EBI2 antag	CHOP UPR activ	Gli-Sufu block	CCR6 antag	XBP1 UPR activ
1	O=S(=O)(NC1CCc2ccccc21)c1ccc(S(=O)(=O)N2CCCC2)cc1 (stereo unspecified)	-7.5	8.1	10.8	0.9	-8.9	-2.4	8.8	-4.8	-4.1
2	CC1CCCCC1NC(=O)CN1CCC(O)(c2ccc3c(c2)OCO3)CC1 (stereo unspecified)	9.8	-2.5	10.9	-2.2	-2.6	0.4	30.1	11.5	-2.3
3	O=C(COC(=O)Cc1ccc(F)cc1)NC(=O)NC1CCCC1	15.1	0.6	-14.3	-2.5	-8.4	0.9	-11.4	4.2	-2.1
4	COCC(C)NC(=O)CSc1ncnc2sc(-c3ccccc3)cc12 (stereo unspecified)	-0.3	6.5	4.1	-5.1	-6.2	3.1	4.8	5.3	-0.3
5	COC(=O)Cc1c(C)nc2nc(-c3ccc(OC)cc3)[nH]n2c1=O	10.2	4.5	6.8	-9.0	-5.3	-0.3	11.2	-3.9	-3.1
6	CC(=O)CSc1nc(CCc2ccccc2)c(C#N)c(=O)[nH]1	nt	nt	nt	2.6	-4.5	nt	-32.6	9.6	nt
7	CCCOc1ccc(N2C(=O)CC(N(CCc3ccc(OC)cc3)C(=O)c3ccccc3)C2=O)cc1 (stereo unspecified)	-1.3	-12.7	15.3	-6.3	5.1	-0.9	-1.0	7.9	0.0
8	CCCN(C(=O)Cc1ccc(S(=O)(=O)N2CCOCC2)s1)c1c(N)n(Cc2ccccc2)c(=O)[nH]c1=O	8.4	13.9	24.0	-2.8	-1.9	1.5	-3.1	-4.5	-3.9
9	CN1C(=O)/C(=C/c2ccc(C(F)(F)F)cc2)Sc2ccc(C(=O)N3CCN(c4ccccn4)CC3)cc21	-23.5	-8.6	23.0	-1.9	22.8	0.7	34.4	14.7	-7.2
10	CS(=O)(=O)N(CCc1ccccc1)CC(=O)N1CCc2ccccc2C1	8.6	-5.0	-1.4	5.5	2.3	-0.6	3.9	1.8	-4.5

The final 5 compounds of the section before are carried over, then new ones follow:
item	canonical_smiles	697 NFkB inh	Jurkat NFkB inh	Mdm2 MdmX PPI	CXCR6 block	EBI2 antag	CHOP UPR activ	Gli-Sufu block	CCR6 antag	XBP1 UPR activ
6	CC(=O)CSc1nc(CCc2ccccc2)c(C#N)c(=O)[nH]1	nt	nt	nt	2.6	-4.5	nt	-32.6	9.6	nt
7	CCCOc1ccc(N2C(=O)CC(N(CCc3ccc(OC)cc3)C(=O)c3ccccc3)C2=O)cc1 (stereo unspecified)	-1.3	-12.7	15.3	-6.3	5.1	-0.9	-1.0	7.9	0.0
8	CCCN(C(=O)Cc1ccc(S(=O)(=O)N2CCOCC2)s1)c1c(N)n(Cc2ccccc2)c(=O)[nH]c1=O	8.4	13.9	24.0	-2.8	-1.9	1.5	-3.1	-4.5	-3.9
9	CN1C(=O)/C(=C/c2ccc(C(F)(F)F)cc2)Sc2ccc(C(=O)N3CCN(c4ccccn4)CC3)cc21	-23.5	-8.6	23.0	-1.9	22.8	0.7	34.4	14.7	-7.2
10	CS(=O)(=O)N(CCc1ccccc1)CC(=O)N1CCc2ccccc2C1	8.6	-5.0	-1.4	5.5	2.3	-0.6	3.9	1.8	-4.5
11	COc1ccc2c(c1)/C(=C/c1cc(OC)c(OC)c(OC)c1)C(=O)N2	nt	nt	nt	4.7	12.4	nt	1.7	19.1	nt
12	COc1ccc(/C=C/c2c(-c3cccc(C)c3)oc3ccc(N4CCOCC4)cc23)cc1	-8.5	7.1	-3.5	0.0	24.1	-2.2	8.8	-2.1	1.7
13	CC(=O)Nc1ccc(-c2nc3c(C)cccc3[nH]2)cc1	-82.6	-73.8	-104.7	-9.8	3.0	6.8	-54.8	-7.8	1.9
14	O=C(NCc1ccc2c(c1)OCO2)c1cccc([N+](=O)[O-])c1	7.7	-1.2	11.8	4.4	-4.1	2.5	-93.5	6.0	-4.6
15	O=C(NCCOc1ccccc1F)C1CCC(=O)N(CC2CCCCC2)C1 (stereo unspecified)	1.1	-21.5	19.4	4.3	11.6	2.1	-12.2	15.4	-4.9
16	CCN(CC(=O)NCc1cccs1)C(=O)c1ccc(S(=O)(=O)Nc2ccccc2F)cc1	3.0	9.1	-6.8	-2.8	-3.6	1.3	-12.0	10.0	-0.9
17	CC1=C(C(=O)Nc2ccc(F)c(F)c2)C(c2cccs2)NC(=S)N1 (stereo unspecified)	-2.7	-3.4	-23.5	-0.9	5.8	-0.6	-0.8	6.3	-1.6
18	CCN1C=C(Cc2ccc(OC)cc2)C2=C(C1)C(c1ccc(OC)cc1)C(C#N)=C(N)O2 (stereo unspecified)	12.5	15.4	-0.2	9.9	6.2	2.7	8.8	1.2	-2.4
19	O=C(COc1ccc(Cl)cc1)NCc1ccncc1	-9.3	-5.8	-33.4	2.4	7.6	1.1	6.2	12.3	-0.8
20	C/C(=C\C(=O)c1ccccc1)Nc1ccc(N2CCOCC2)cc1	-41.1	-53.2	-16.1	-5.6	5.0	4.7	-48.3	-2.7	2.8
21	O=C(NCC1CCCO1)c1ccc(Cl)c(F)c1F (stereo unspecified)	-3.1	5.7	9.4	-5.4	-2.0	-1.3	-0.9	-0.4	-1.8
22	CCOC(=O)CC(c1ccc([N+](=O)[O-])cc1)n1c(C)ccc1C (stereo unspecified)	-0.6	-3.8	16.1	0.9	-0.4	-1.0	0.0	21.9	1.0
23	CC(C)(C)C(=O)NCCCNc1ccc([N+](=O)[O-])cc1	14.1	-22.4	-20.8	4.6	1.6	1.0	-7.3	8.8	1.3
24	CCCc1cc(-c2n[nH]c(C)c2-c2ccc(C(=O)OCC)o2)c(O)cc1O	8.7	-10.8	-2.4	7.9	9.1	0.7	7.3	10.3	-0.8
25	CN(CC(=O)Nc1ccc(F)c(F)c1F)C(=O)c1ccc(-n2cncn2)cc1	-3.8	-10.2	0.2	-6.9	-4.4	0.1	-7.4	-0.3	-2.1
26	CC(C)C(c1nnnn1Cc1ccco1)N1CCC(C(N)=O)CC1 (stereo unspecified)	-0.5	-26.2	13.2	1.9	-9.9	1.9	-1.1	6.0	-1.8
27	CN(C)CC(NC(=O)c1cccc(S(=O)(=O)Nc2ccc3c(c2)OCO3)c1)c1ccccc1 (stereo unspecified)	6.9	15.0	-19.8	3.6	-11.0	-0.2	-1.8	-2.0	0.9
28	c1ccc(Nc2nc(-c3cccs3)cs2)nc1	-202.4	-149.0	-138.1	4.1	0.0	5.1	-36.6	-15.1	-2.7
29	COc1cccc(C2CC(c3ccc(C)cc3)n3nc(N)nc3N2)c1 (stereo unspecified)	-5.4	-13.0	-33.2	1.2	-6.3	0.6	4.6	-15.7	-1.4
30	O=C(Nc1cc([N+](=O)[O-])ccc1Cl)c1cccnc1	8.7	-6.7	-19.1	3.1	-8.1	-1.0	4.1	-8.2	-7.7
31	Cc1ccc(Nc2nnc(SCC(=O)Nc3ccccc3[N+](=O)[O-])s2)cc1	5.0	-12.3	0.7	-16.7	0.3	0.9	-9.2	-14.4	-0.9
32	N#Cc1c(SC(C(=O)O)c2ccccc2)nc2c(c1-c1cccs1)CCCC2 (stereo unspecified)	10.7	9.6	9.6	8.9	-4.9	-0.4	3.1	6.4	-1.3
33	CC1CCN(C(=O)Cn2cc3c(n2)CCCC3)CC1	-4.3	1.3	-8.0	-5.0	-6.2	0.6	-9.4	12.8	1.1
34	C[C@@H]1NC(=O)N(CCCn2ccnc2)C1=O	16.9	8.6	-21.4	-4.3	-6.2	-0.6	1.2	4.3	-2.3
35	CC(C)CC1NC(=O)c2ccc(Cl)cc2-n2c1nc1cc(F)ccc1c2=O (stereo unspecified)	-28.7	-4.5	3.0	nt	nt	-1.0	nt	nt	-0.6
36	O=C(NCCC1=CCCCC1)C1CCCN(c2nc3ccccc3o2)C1 (stereo unspecified)	-6.9	-5.0	29.3	0.5	19.7	-2.1	-0.1	14.9	-1.2
37	Cc1cc(C)cc(NC(=O)c2cccc(C(=O)Nc3cc(C)cc(C)c3)n2)c1	0.2	10.0	18.0	-1.4	-20.7	2.5	5.3	-14.3	-3.7
38	CCn1ccnc1CNC(=O)c1ccc(OC2CCN(C(=O)COC)CC2)cc1	-19.8	-14.0	-3.1	0.0	-9.8	-1.0	-5.6	4.3	-5.6
39	CC(C)CC(=O)N1CC=CC[C@@H](c2ccc(Cl)cc2)N(Cc2ccc(Cl)cc2)C(=O)[C@@H]1Cc1ccccc1	nt	nt	nt	14.6	9.2	nt	8.2	5.7	nt
40	Cc1ccc(-n2ncc3c(NNC(=O)c4ccco4)ncnc32)c(C)c1	-5.6	0.4	19.4	1.0	-2.6	-1.8	-1.6	-9.6	0.0
41	Cc1cccc(NC(=O)Cn2cnc3ccccc3c2=O)c1C	-32.5	-19.4	28.2	2.7	5.2	4.0	10.3	-14.2	-0.6
42	O=C(NC1CCS(=O)(=O)C1)OC1CCCCC1 (stereo unspecified)	-0.1	3.6	-24.7	-2.8	-2.3	-1.4	-2.5	10.6	-1.8
43	COCCN1C(=O)/C(=C/c2ccc(N3CCCC3)cc2)SC1=S	1.5	-33.3	12.8	-0.8	13.4	3.7	-3.6	-2.3	4.1
44	CCc1ccccc1NC(=S)NC1CC2CCC(C1)N2Cc1ccco1 (stereo unspecified)	7.9	-9.5	16.7	12.3	-3.5	1.0	2.0	-6.3	-3.2
45	COc1ccc(C(CNC(=O)c2cccn2C)N2CCOCC2)cc1 (stereo unspecified)	-1.9	-13.5	-7.5	-5.2	-14.2	0.7	-0.4	6.0	-0.5
46	Cc1ccc(CN2C(=O)CCC2C(=O)NCc2ccc(F)cc2)cc1 (stereo unspecified)	18.7	7.6	21.3	-1.6	2.8	-2.6	-7.6	1.2	-5.1
47	O=C1C=C(N2CCCCCC2)C2(CCCCC2)O1	11.3	15.4	-21.4	-7.9	-10.0	-0.8	1.2	-1.5	-0.6
48	Cc1ccc(-c2csc(NC(=O)COC(=O)c3cccc(S(=O)(=O)N4CCOCC4)c3)n2)cc1	-101.0	-82.5	-89.7	nt	nt	3.4	-91.0	19.9	2.0

Assay outcomes from PubChem.
